Rac1 GTP hydrolysis: MgcRacGAP GTPase-activating activity inhibitors, confirmation, biochemical, ADP Hunter fluorescence | MgcRacGAP-stimulated Rac1 GTP hydrolysis, ADP Hunter fluorescence; higher % means a stronger effect; GST-tagged Rac1 F28L mutant substrate | inhibition, % at 30 µM; hits with a dose series show IC50 in µM | 340,000 compounds, 0.6% hits | AID 624330;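 active = first-screen hits whose inhibition reached a set limit at any dose in the follow-up dose series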;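 note: fluorescence reports GDP produced by GAP-driven GTP hydrolysis; strong numbers were not always called active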
Salmonella PhoP GFP: PhoP-dependent GFP reporter repression – Salmonella Typhimurium, primary screen (AID 1863) | 300,000 compounds, 0.16% hits | S. Typhimurium PhoP-regulated promoter GFP reporter, 4 h; higher % means a stronger effect | one-dose inhibition, % at 50 µM; IC50 in µM for titrated hits;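 active = inhibition over 29.93%, a cutoff 3 SD above the screen mean, later confirmed by dose response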;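 note: 0% = low Mg2+ inducing control and 100% = high Mg2+ repressing control; strong numbers were not always called active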
West Nile antiviral: inhibition of WNV-induced cytopathic effect – cell-based, CPE readout (AID 1621). West Nile virus-infected cells, CPE inhibition; higher % means a stronger effect. CPE inhibition, % at 10 µM; hits with a dose series show IC50 in µM. 290,000 compounds, 0.02% hits; in the data active = a potency from the dose series; note: strong numbers were not always called active
CSM14.1 death rescue: rescue of cells from ER stress-induced death, primary screen, 384-well, CSM14.1, thapsigargin, ATP luminescence (AID 1222); CSM14.1 thapsigargin-induced death rescue, ATP luminescence; higher % means a stronger effect; cellular ATP content (survival), % at 20 µM; hits with a dose series show EC50 in µM; 190,000 tested, under 10 active;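 active = EC50 below 50 µM in the dose-response confirmation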;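 note: death triggered by thapsigargin at about 15 µM added after 2 h compound pretreatment; cell ATP read after overnight thapsigargin exposure of roughly 18 to 22 hours; normalized against plate controls of thapsigargin alone and 5% DMSO vehicle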
Large T inhibition: TAg ATPase/helicase activity blockers – biochemical (AID 1903); inhibition, % at 20 µM, or IC50 in µM where a hit was titrated; SV40 large T antigen ATPase/helicase inhibition assay; higher % means a stronger effect; 310,000 compounds, 0.39% hits; in the data active = a potency from the dose series; note: strong numbers were not always called active
GPR35 arrestin U2OS: GPR35 antagonists blocking zaprinast-driven arrestin recruitment, primary screen, imaging, U2OS, beta-arrestin-GFP, zaprinast agonist (AID 2058) | U2OS GPR35 beta-arrestin-GFP translocation imaging, zaprinast antagonism; higher % means a stronger effect | 290,000 compounds, 0.052% hits | inhibition, % at 10 µM, or IC50 in µM where a hit was titrated;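 active = inhibition of at least 50% with at least 30 cells and total cytoplasm GFP at most 10,000,000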
NS5 inhibitors: flavivirus cap methylation enzyme inhibition – biochemical, confirmation dose response, primary screen (AID 588689); Dengue-2 NS5 methyltransferase capping enzyme assay, biochemical; higher % means a stronger effect; inhibition, % at 25 µM; hits with a dose series show IC50 in µM; 340,000 compounds, 0.3% hits; in the data active = a potency from the dose series
RSV antiviral HEp-2: RSV antiviral activity via CPE protection, HEp-2 cells, primary 10 µM value included (AID 2391) | HEp-2 cells, RSV-induced CPE inhibition; higher % means a stronger effect | CPE inhibition, % at 10 µM, or IC50 in µM where a hit was titrated | 310,000 compounds, 0.13% hits; in the data active = a potency from the dose series; note: strong numbers were not always called active
LYP phosphatase: inhibitors of LYP phosphatase, biochemical, fluorescence intensity, uHTS (AID 1779); recombinant LYP phosphatase, fluorescence intensity; higher % means a stronger effect; 290,000 compounds, 0.054% hits; one-dose inhibition, % at 11.5 µM; IC50 in µM for titrated hits; in the data active = inhibition above about 50%;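 note: plate controls were vehicle with enzyme for no effect and no enzyme for full effect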
* = called active by the depositor; x = no result given.

structure,Rac1 GTP hydrolysis,Salmonella PhoP GFP,West Nile antiviral,CSM14.1 death rescue,Large T inhibition,GPR35 arrestin U2OS,NS5 inhibitors,RSV antiviral HEp-2,LYP phosphatase
O=C(CN1CCCC1)Nc1ccc(OC(F)(F)F)cc1,22%,-2%,0.0%,x,-2%,11%,-6%,-3.1%,-6%
Cc1nc2c(n1O)CCC/C2=N\O,9%,-1%,0.6%,-2.4%,9%,18%,4%,1.1%,-8%
O=c1c2cnn(-c3ccc(F)cc3)c2ncn1Cc1ccccc1,9%,-5%,0.4%,0.4%,-1%,9%,6%,-0.8%,-6%
CCOC(=O)CNC(=S)N(Cc1cccs1)C1CCCCC1,11%,1%,-1.2%,1.6%,16%,-7%,-1%,0.6%,-1%
CCN(CC)c1nc(NN)nc(Nc2ccc(C)c(Cl)c2)n1,5%,x,x,x,12%,x,2%,-0.9%,x
CNC(=S)N(CCc1c(C)[nH]c2ccc(Cl)cc12)Cc1cccs1,x,3%,-1.1%,-2.4%,7%,-21%,x,22%,4%
Cc1csc(CNC(=O)C2CCC(=O)N(CCc3cccc(F)c3)C2)n1 (stereo not drawn),7%,-11%,-0.5%,x,10%,-11%,-5%,0.9%,-3%
COc1ccc(Cl)cc1N1CCN(CCNC(=O)Nc2ccccc2C)CC1,4%,-4%,x,-3.4%,5%,-9%,-4%,1.8%,3%
Cc1ccc(CNC(=S)N(C)C)cc1,9%,x,0.2%,x,19%,9%,-11%,0.8%,-2%
Cc1ccc2cc(CN(CC3CCCO3)C(=S)Nc3ccccc3)c(=O)[nH]c2c1C (stereo not drawn),6%,8%,-0.6%,6.1%,20%,-13%,-5%,12%,-2%
Cc1cc(NS(=O)(=O)c2ccc(NC(=O)COc3ccccc3C(C)C)cc2)no1,6%,6%,-0.1%,-2.3%,11%,-2%,-1%,4.7%,2%
COc1cccc(Nc2nnc(SCC(=O)Nc3sccc3C(N)=O)s2)c1,12%,-1%,-0.2%,0.7%,13%,-7%,-1%,10%,0%
CCOc1ccc(NC2=NCCC(=O)N2Cc2cccs2)cc1,13%,-1%,0.0%,-2.9%,17%,4%,-12%,0.5%,-8%
COc1cc(OC)cc(C(=O)Nc2ccc3nc4n(c(=O)c3c2)CCCCC4)c1,-8%,-2%,-1.0%,x,13%,-5%,-4%,8.9%,-4%
Cc1ccc(C2=NS(=O)(=O)N(C)C(C(=O)NC3CCCCC3)=C2)cc1,5%,x,-0.8%,x,14%,9%,-4%,1.0%,-7%
O=C(COc1cccc(-n2cnnn2)c1)Nc1ccc([N+](=O)[O-])cc1,5%,1%,-0.5%,x,5%,-8%,0%,-0.2%,-6%
Cc1sc2nc(CSc3nc4ccccc4c(=O)n3CCCN3CCOCC3)[nH]c(=O)c2c1C,-5%,-28%,0.3%,5.1%,11%,-3%,2%,1.4%,-10%
CNc1c(C(=O)O)ccc2c1C(=O)c1ccccc1C2=O,14%,11%,0.0%,-2.9%,14%,-2%,4%,9.5%,-7%
CC(=O)c1ccc(NS(=O)(=O)c2ccc(-c3cnc(C4CC4)o3)cc2)cc1,14%,-4%,-0.7%,x,2%,19%,-9%,0.3%,-12%
COc1ccc(/C=C/c2noc(-c3ccccc3OC(C)=O)n2)cc1,2%,2%,0.2%,x,14%,13%,-3%,6.0%,0%
Cc1cccnc1NC(=O)CN1C(=O)NC(C)(c2ccc3ccccc3c2)C1=O (stereo not drawn),5%,6%,x,x,17%,x,1%,-0.5%,x
CCOC(=O)C(CCCCP(=O)(c1ccccc1)c1ccccc1)(NC(C)=O)C(=O)OCC,9%,-4%,0.1%,x,13%,-10%,-2%,0.8%,1%
Cc1nc(SCC(=O)NCCc2ccccc2)c2c(=O)n(C)c(=O)n(C)c2n1,-3%,-7%,0.0%,x,13%,20%,1%,0.4%,-2%
O=C(CCCOc1ccc(Cl)cc1Cl)N/N=C/c1cccc([N+](=O)[O-])c1,1%,-15%,-1.5%,-0.9%,14%,15%,6%,1.3%,-5%
CC1=C(C(=O)OC2CCCC(C)C2)C(c2ccccc2)NC(=O)N1 (stereo not drawn),3%,6%,-0.9%,x,9%,-1%,5%,2.6%,-4%

Fetched one by one from the list above:
structure,Rac1 GTP hydrolysis,Salmonella PhoP GFP,West Nile antiviral,CSM14.1 death rescue,Large T inhibition,GPR35 arrestin U2OS,NS5 inhibitors,RSV antiviral HEp-2,LYP phosphatase
CCOC(=O)C(CCCCP(=O)(c1ccccc1)c1ccccc1)(NC(C)=O)C(=O)OCC,9%,-4%,0.1%,x,13%,-10%,-2%,0.8%,1%
Cc1ccc(CNC(=S)N(C)C)cc1,9%,x,0.2%,x,19%,9%,-11%,0.8%,-2%
O=C(COc1cccc(-n2cnnn2)c1)Nc1ccc([N+](=O)[O-])cc1,5%,1%,-0.5%,x,5%,-8%,0%,-0.2%,-6%

(list continues)
structure,Rac1 GTP hydrolysis,Salmonella PhoP GFP,West Nile antiviral,CSM14.1 death rescue,Large T inhibition,GPR35 arrestin U2OS,NS5 inhibitors,RSV antiviral HEp-2,LYP phosphatase
CC1CCCN(C(=O)CSc2ncccn2)C1 (stereo not drawn),3%,1%,-0.1%,x,4%,-3%,10%,0.5%,-6%
O=c1[nH]c(/C=C/c2ccccc2F)nc2ccccc12,8%,0%,0.3%,x,13%,7%,6%,-1.7%,-8%
CSc1ncc(Cl)c(C(=O)Nc2cccc(C)c2)n1,8%,-5%,-0.9%,0.4%,-1%,-10%,-7%,2.5%,2%
Cc1cccc(NCC(=O)c2c(N)n(C)c(=O)n(C)c2=O)c1C,7%,-1%,-0.3%,0.0%,5%,-4%,4%,0.1%,-4%
CC1=C(C)CC(C(=O)N2CCN(Cc3ccc4c(c3)OCO4)CC2)C(C(=O)O)C1 (stereo not drawn),2%,12%,0.1%,1.1%,1%,-2%,-5%,1.4%,-8%
O=C(c1ccsc1)N1CCCC(Nc2cccc(F)c2)C1 (stereo not drawn),6%,1%,-0.4%,x,7%,1%,-1%,6.1%,-7%
Cc1cc(C)c(OCC(O)CN2CCN(c3ccccn3)CC2)c(C)c1 (stereo not drawn),9%,8%,0.1%,-1.5%,9%,10%,-12%,1.5%,-4%
CC1CN(C2CCN(C(=O)c3ccccc3)CC2)CC(C)O1 (stereo not drawn),1%,-11%,-0.5%,-0.8%,-5%,0%,-3%,0.2%,5%
COc1cc(NC(=S)NC(=O)c2ccccc2F)ccc1NC(=O)c1ccco1,10%,4%,-0.2%,-2.0%,2%,24%,-4%,0.5%,0%
Cc1cccc(NC(=O)CCc2c(C)nn(-c3ccc(N4CCCCC4)nn3)c2C)c1,11%,2%,0.2%,x,6%,-5%,-4%,0.3%,-9%
O=C(N/N=C/c1ccc2nccnc2c1)c1ccncc1,5%,8%,1.5%,x,3%,-1%,-2%,4.6%,-1%
COc1cccc(CN(C)Cc2nc(C3CC3)no2)c1,-3%,10%,0.0%,-1.8%,-4%,-2%,-5%,1.6%,-9%
Cc1cc(C(=O)OCC(=O)Nc2c(Cl)cccc2C(F)(F)F)c(C)o1,3%,-3%,x,x,14%,x,-8%,-0.4%,x
COc1cc(OC)c(C(=O)NNC(=S)NC2CCCCC2)cc1OC,6%,0%,0.4%,-2.4%,8%,10%,6%,2.3%,-7%
O=C1NC(=O)/C(=C\c2ccccc2Oc2ccc(F)c(F)c2)S1,5%,3%,0.4%,-1.9%,4%,8%,25%,6.9%,-9%
O=C(Nc1cc(C(F)(F)F)ccc1N1CCOCC1)C1=COCCO1,8%,3%,x,x,-1%,x,-7%,-1.1%,x
O=S(=O)(Nc1cccc2cn[nH]c12)c1ccc(F)cc1,3%,0%,0.0%,-1.7%,4%,-4%,-3%,2.0%,3%
COc1ccc2[nH]cc(CCNC(=O)Cc3ccc(Cl)cc3)c2c1,10%,-4%,-1.4%,x,9%,-5%,-5%,0.0%,-6%
C=CCNC(=O)c1ccccc1NC(=O)c1ccccc1C,9%,3%,-0.2%,-1.0%,7%,-8%,-8%,-0.7%,-2%
N=C1C(c2nc3ccccc3[nH]2)=C(O)CN1c1ccc(CC(=O)O)cc1,7%,-7%,1.0%,1.1%,18%,17%,-5%,1.0%,-1%
COc1ccccc1NC(=O)c1c([N+](=O)[O-])cnn1C,-6%,-2%,-0.5%,x,46%,-1%,8%,3.6%,-11%
CC(=O)C1=C(O)C(=O)N(CCC(=O)O)C1c1ccccc1[N+](=O)[O-] (stereo not drawn),2%,-8%,0.2%,0.3%,7%,-17%,2%,0.3%,-3%
Cc1ccc(C(=O)N/N=C\c2ccccn2)cn1,5%,22%,0.5%,x,2%,2%,-4%,x,-5%
O=C(Cc1cccs1)Nc1nc(-c2ccc(F)c(F)c2)cs1,12%,-2%,0.0%,x,13%,-2%,-10%,14%,-7%
COC(=O)C1=C(C)N(CCc2c[nH]c3ccccc23)C(=O)/C1=C\N(C)C,10%,6%,0.4%,-0.2%,14%,-5%,9%,0.1%,-3%

structure,Rac1 GTP hydrolysis,Salmonella PhoP GFP,West Nile antiviral,CSM14.1 death rescue,Large T inhibition,GPR35 arrestin U2OS,NS5 inhibitors,RSV antiviral HEp-2,LYP phosphatase
CN(c1ccccc1)S(=O)(=O)c1cccc(NC(=O)c2ccc3ncsc3c2)c1,6%,-14%,0.0%,x,6%,4%,-5%,8.6%,8%
Cc1ccc(-n2nc3c(=O)n(CC(=O)NCc4ccccn4)nc(C)c3c2C)cc1,2%,-3%,0.0%,x,8%,7%,-3%,3.0%,-6%
CC1=C(C(N)=O)C(c2cccnc2)n2nc(SCc3ccccc3Cl)nc2N1 (stereo not drawn),7%,4%,-0.1%,5.1%,0%,-15%,6%,3.8%,-8%
CCOC(=O)c1c(NC(=S)Nc2ccccc2)sc2c1CCN(CCc1ccccc1)C2,x,-29%,x,-0.2%,6%,5%,x,0.7%,-1%
COC(=O)c1cc(=O)n(Cc2cccs2)c(=Nc2ccccc2)s1,4%,-9%,-0.2%,x,13%,6%,2%,14%,-3%
COc1cccc(-c2nc(CS(=O)(=O)CC(=O)NCCc3ccc(C)cc3)c(C)o2)c1,-12%,4%,-0.6%,x,7%,6%,-14%,16%,-8%
CSCc1ccc(C(=O)NC2CC(C)(C)Cc3c2cnn3-c2ccc(F)cc2)o1 (stereo not drawn),9%,-4%,-0.2%,x,11%,-18%,10%,13%,-6%
Cc1nn(S(=O)(=O)N2CCOCC2)c(C)c1Br,7%,7%,-0.9%,-0.2%,4%,8%,-2%,0.1%,-5%
COc1ccc(CNC(=O)c2nn(C)c3c2CS(=O)(=O)c2ccccc2-3)cc1,8%,8%,-0.6%,x,1%,50%,-17%,2.4%,-11%

High-throughput results deposited in PubChem by several laboratories.
